FLuc counter – qHTS profiling assay for firefly luciferase inhibitor/activator using purifed enzyme and Km concentrations of substrates (counterscreen for miR-21 project) | Potency, µM (doses to about 57.5 µM), without a hit: at the highest dose activity change, negative = inhibition, hits mostly inhibitors | 6.9% of 360,000 active | purified FLuc, Km substrates, luminescence inhibition | AID 588342, 2011 | Luciferin 4-monooxygenase (Photinus pyralis), P08659; active = well fitted inhibition curve with a large enough effect; inconclusive = small, poorly fitted or top-dose-only effect;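 note: plate controls were vehicle for no effect and reference inhibitor for full effect; nearly all actives have a fitted effect of over 55% in size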
Target sequence (P08659 whole entry, looked up): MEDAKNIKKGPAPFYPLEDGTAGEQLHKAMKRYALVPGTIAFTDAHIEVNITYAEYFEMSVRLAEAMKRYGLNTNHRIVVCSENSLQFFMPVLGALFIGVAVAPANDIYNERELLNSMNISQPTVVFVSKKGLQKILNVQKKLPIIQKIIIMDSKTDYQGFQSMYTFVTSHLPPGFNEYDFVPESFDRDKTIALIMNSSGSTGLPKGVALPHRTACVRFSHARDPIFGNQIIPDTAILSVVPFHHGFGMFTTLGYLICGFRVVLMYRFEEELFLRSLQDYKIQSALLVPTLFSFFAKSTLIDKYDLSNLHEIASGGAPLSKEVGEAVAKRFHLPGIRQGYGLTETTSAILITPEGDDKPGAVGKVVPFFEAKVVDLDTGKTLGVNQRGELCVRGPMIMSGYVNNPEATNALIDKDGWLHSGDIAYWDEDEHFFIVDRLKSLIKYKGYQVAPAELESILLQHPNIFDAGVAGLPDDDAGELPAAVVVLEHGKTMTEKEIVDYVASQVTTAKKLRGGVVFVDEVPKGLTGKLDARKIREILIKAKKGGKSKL
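Biochemical qHTS of compounds, final roughly 60 µM downward over six points, against 10 nM purified firefly luciferase using Km concentrations of substrates (10 uM D-luciferin, 10 uM ATP) in Tris acetate pH 7.5 buffer; luminescence output.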
The depositor's hits bear a star; ? = inconclusive. Potency is the fitted concentration of half-maximal effect.

SMILES | FLuc counter
COc1ccccc1NC(=O)C1=C(C)Nc2nc(SCC(=O)c3ccc(C)cc3)nn2C1c1ccccc1C (centres undefined) | 5.1%
CN(C(=O)CSc1nc2ccc(NC(=O)c3ccccc3)cc2s1)c1ccccc1 | ?
O=C(NCc1ccc2c(c1)CCN2C(=O)c1ccccc1)c1ccc(Br)o1 | -15.1%
CCc1ccc(NC(=O)C2CCN(S(=O)(=O)c3c(C)noc3/C=C/c3ccco3)CC2)cc1 | -0.4%
CCc1ccc(NC(=O)N2CCC(N3CCN(Cc4ccc(C)cc4)C(=O)C3=O)CC2)cc1 | 7.1%
CCOc1ccc(OCC)c(NC(=O)CN(C)S(=O)(=O)c2ccc3c(c2)CCCC(=O)N3)c1 | -2.3%
Cc1c(C(=O)Nc2ccc(F)cc2)oc2ccc(S(=O)(=O)N3CCCCCC3)cc12 | -8.1%
Cc1ccc(NC(=O)Cn2cc(C(=O)C3CCCCC3)c3ccccc32)c(C)c1 | 0.6%
COc1ccc(N2CCN(C(=O)c3cc4c(=O)oc5ccc(C)cc5c4s3)CC2)cc1 | -4.6%
COc1ccc(NC(=O)Cn2c(=O)oc3cc(S(=O)(=O)NC4CCCC4)ccc32)cc1OC | -7.3%
CC(C)C(=O)Nc1nnc(S(=O)(=O)N(C)Cc2ccc(F)cc2)s1 | 3.9%
Cc1cccc(C)c1OCC(=O)N(Cc1ccco1)Cc1ccco1 | -11.5%
COc1ccc(CN(Cc2ccco2)C(=O)COc2ccccc2Cl)cc1 | -17.0%
O=C(Nc1ccc(-c2nc3cc(Cl)ccc3o2)cc1)c1cc2ccccc2o1 | 4.5%
COc1ccc(N2CCN(C(=O)CN3C(=O)COc4ccc(S(=O)(=O)N5CCC(C)CC5)cc43)CC2)cc1 | -2.4%
COc1ccc(NC(=O)CSc2ncc3c(n2)-c2ccccc2N(Cc2ccc(C)cc2)S3(=O)=O)cc1Cl | -5.6%
COC(=O)c1ccccc1NC(=O)CN1C(=O)COc2ccccc21 | -8.0%
CCOc1ccc(CNC(=O)CSc2nnc(C)c3c(C)n(-c4ccccc4)nc23)cc1 | -1.4%
Cc1ccc2nc(CN3CCN(S(=O)(=O)c4ccccc4)CC3)oc2c1 | -1.0%
Cc1cc(C)c2c(=O)cc(CSc3n[nH]c(C)n3)[nH]c2c1 | -10.3%
COc1ccc(-c2nc(CSc3nnc(C)n4c3cc3occc34)c(C)o2)cc1OC | -6.2%
COc1cccc(C(=O)NC2=NC(c3ccc(N(C)C)cc3)CC(=O)N2)c1 (centres undefined) | ?
CCc1cccc(NC(=O)c2cn3c4c(ccc(Cl)c4c2=O)OC(C)C3)c1 (centres undefined) | -3.2%
Cc1cc(C)cc(N2C(=O)CCSC23C(=O)N(Cc2ccccc2)c2ccccc23)c1 (centres undefined) | -8.3%
O=C(NCc1ccc(Cl)cc1)C(=O)Nc1ccc(Br)cc1 | -6.1%
Following part:
SMILES | FLuc counter
CCOC(=O)C1CCC(CN(Cc2ccc(OC)cc2)S(=O)(=O)c2ccc(F)c(C(=O)Nc3cc(Cl)ccc3OC)c2)CC1 (centres undefined) | -0.8%
CCCOc1ccc(C(=O)Nc2ccc(Cl)c(-c3nc4ncccc4o3)c2)cc1 | ?
Cc1onc(-c2ccc(F)cc2F)c1C(=O)Nc1cccc(C(F)(F)F)c1 | -0.1%
Cc1ccc2c(c1)N(CCCC(=O)NCc1cccc(F)c1)C(=O)CO2 | -12.9%
CSc1ccccc1NC(=O)C1=CC(c2ccc3c(c2)OCO3)=NS(=O)(=O)N1C | -1.1%
CC(C)CCOc1ccc(Cn2c(=O)sc3ccccc32)cc1 | -4.4%
Cc1ccc(N2CC(NC(=O)c3cccc(Cl)c3)CC2=O)cc1C (centres undefined) | 4.8%
COc1ccc(OC)c(C2CC(=O)c3c([nH]c(C(=O)OC4CCC(C)CC4)c3C)C2)c1 (centres undefined) | -0.5%
Cc1ccc(NC(=O)N2CCC(CN3CCCC3)CC2)c(C)c1 | -5.2%
Cc1cccc(-c2cc(NC(=O)c3ccccc3C)n(-c3ccccc3)n2)c1 | 10.7µM*
Cc1cc2nc(-c3cccc(NC(=O)COc4ccc(C(C)C)cc4)c3)oc2cc1C | 1.51µM*
COc1ccc(NS(=O)(=O)c2cc3[nH]c(=O)c(=O)[nH]c3cc2C)cc1Cl | -11.1%
Cc1ccc(Cc2nc3ccccc3nc2SCC(=O)N2CCN(c3ccc(F)cc3)CC2)cc1 | 3.4%
O=C(CSc1nnc(COc2ccccc2)o1)Nc1cc(C(F)(F)F)ccc1Cl | ?
Cc1ccc(-c2csc(-c3c(N)c(C(=O)c4ccc5c(c4)OCO5)n4ccccc34)n2)cc1C | -2.9%
CC(=O)c1cccc(NC(=O)C2CCCN(c3nnc(-n4cccc4)s3)C2)c1 (centres undefined) | -18.7%
COc1cccc(-n2c(SCC(=O)c3ccccc3)nc3c([nH]c4ccccc43)c2=O)c1 | -0.5%
Cc1cc(Br)ccc1NC(=O)C(NS(=O)(=O)c1cccs1)c1ccccc1 (centres undefined) | -16.9%
CCN(C(=O)C1CCC(CNS(=O)(=O)c2cccc3nsnc23)CC1)c1ccccc1 (centres undefined) | 3.2%
COc1ccc(NC(=O)CSc2nc3ccccc3nc2Cc2ccc(C)cc2)cc1Cl | -6.5%
CCN1CCN(c2cc(C)c3cc(NC(=O)/C=C/c4ccc(OCCC(C)C)cc4)ccc3n2)CC1 | -1.3%
CCCCNc1nc(Oc2ccc(=O)[nH]n2)nc(N(C)C)n1 | -6.6%
Brc1cccc(-c2cnn3c(-c4ccccc4)cc(-c4ccccc4)nc23)c1 | -2.0%
COc1ccc(Nc2nc3c(S(=O)(=O)c4ccccc4)nnn3c3ccsc23)cc1OC | -6.5%
CCc1ccc(C(=O)Nc2ccc3nn(-c4ccc(C)c(Cl)c4)nc3c2)cc1 | -6.4%
(cont.)
SMILES | FLuc counter
Cc1cc(S(=O)(=O)Nc2ccc(-c3ccc(N4CCCCC4)nn3)cc2)c(C)cc1Cl | ?
COc1ccc(-n2ncc(C(=O)NCc3cccs3)c2C2CCN(C(=O)OC(C)(C)C)CC2)cc1 | 0.3%
Cc1ccccc1Cn1c(CN2CCN(c3cc(Cl)ccc3C)CC2)nc2c1c(=O)[nH]c(=O)n2C | 0.5%
CCCc1cc(=O)[nH]c(SCC(=O)N2CCN(c3ccccc3OC)CC2)n1 | -2.9%
CCN(CC)CCNC(=O)c1c(C)oc2ncn(C)c(=O)c12 | -1.0%
Cc1cccc(NC(=O)C2CCCN(S(=O)(=O)c3c(C)noc3/C=C/N(C)C)C2)c1C (centres undefined) | -0.7%
O=c1oc2ccc3ccccc3c2cc1-c1nnc(Nc2ccc(Cl)cc2Cl)s1 | 2.0%
CC(C)CCNc1nc(Nc2ccccc2)c2cnn(C)c2n1 | -7.2%
O=c1c2cccnc2n(Cc2cccc(F)c2)c(=O)n1Cc1ccccc1Cl | -8.1%
Cc1cc(C)c2c(CC(=O)Nc3ccc(S(=O)(=O)Nc4nc(C)cc(C)n4)cc3)coc2c1 | ?
CCc1cccc(-n2c(=O)c3cccnc3n2CC(=O)Nc2ccc(F)c(C)c2)c1 | -2.9%
COc1ccc(Cl)cc1NC(=O)Cn1nc(C(F)(F)F)c2c1CCCC2 | 1.6%
COCCNC(=O)c1cc(-c2cccc(Cl)c2)on1 | -4.4%
O=C(NCCC1=CCCCC1)c1ccc2c(c1)N(Cc1ccc(F)cc1)C(=O)c1ccccc1S2(=O)=O | -1.1%
Cc1cccc(OCCSc2nc3ccc(NC(=O)COc4ccccc4F)cc3s2)c1 | -3.1%
Cc1cccc(N2CCN(C(=O)c3ccc(NC(=O)c4nsc5ccccc45)cc3)CC2)c1C | 6.01µM*
Cc1ccc(CNC(=O)Cc2c(C)c3c(cc(C)c4c(C)coc43)oc2=O)cc1 | -7.2%
COc1ccccc1NC(=O)CC1Sc2ccc(C(F)(F)F)cc2NC1=O (centres undefined) | -0.3%
O=C(CCSCc1cccc(Cl)c1)N1CCN(c2ccc(Cl)cc2)CC1 | 3.3%
Cc1cccc(-c2nc3nc(C)cc(NC(C)c4ccccc4)n3n2)c1 (centres undefined) | 16.9µM*
CCc1ccc(-c2cn3c(n2)sc2cc(C(=O)NCCC4=CCCCC4)ccc23)cc1 | -3.0%
CCc1ccc(C(=O)c2cn(CC(=O)Nc3ccc4c(c3)OCCO4)c3ccc(F)cc3c2=O)cc1 | -5.1%
COc1ccc(C)cc1NC(=O)Cn1c(=O)ccc2cc(S(=O)(=O)N3CCC(C)CC3)ccc21 | -3.1%
CCOc1cc(CNC(=O)c2ccc3nc(C(C)C)oc3c2)cc(OCC)c1OCC | -19.5%
CCCn1cc(S(=O)(=O)c2ccc(C)cc2)c(=O)c2cc(F)c(N3CCCC3)cc21 | -0.6%

Ordered by length of the SMILES (lowest first): some entries from above.
SMILES | FLuc counter
CC(C)CCNc1nc(Nc2ccccc2)c2cnn(C)c2n1 | -7.2%
O=C(CCSCc1cccc(Cl)c1)N1CCN(c2ccc(Cl)cc2)CC1 | 3.3%
Cc1ccc2nc(CN3CCN(S(=O)(=O)c4ccccc4)CC3)oc2c1 | -1.0%
Cc1cccc(NC(=O)C2CCCN(S(=O)(=O)c3c(C)noc3/C=C/N(C)C)C2)c1C (centres undefined) | -0.7%

Back to the main list, starting three compounds before the break.
SMILES | FLuc counter
COc1ccc(C)cc1NC(=O)Cn1c(=O)ccc2cc(S(=O)(=O)N3CCC(C)CC3)ccc21 | -3.1%
CCOc1cc(CNC(=O)c2ccc3nc(C(C)C)oc3c2)cc(OCC)c1OCC | -19.5%
CCCn1cc(S(=O)(=O)c2ccc(C)cc2)c(=O)c2cc(F)c(N3CCCC3)cc21 | -0.6%
CC1CCN(S(=O)(=O)c2ccc3c(c2)oc(=O)n3CC(=O)NC(C)c2ccccc2)CC1 (centres undefined) | -8.9%
Cc1nn(C(=O)c2cccc(F)c2)c(C)c1S(=O)(=O)N1CCOCC1 | ?
Cc1ccc(NC(=O)CN(c2ccccc2)S(=O)(=O)N(C)C)cc1Cl | -0.2%
COc1ccc(-c2c3c(=O)n(C)c(=O)n(C)c3c3c(-c4ccccc4)nc4ccccc4n23)cc1 | -2.7%
O=C1c2oc3ccc(F)cc3c(=O)c2C(c2cccc([N+](=O)[O-])c2)N1CCCN1CCOCC1 (centres undefined) | -12.5%
CCOc1ccc(NC(=O)Cn2c(CCC(=O)O)ccc2-c2ccc(Cl)cc2)cc1 | ?
CCCS(=O)(=O)c1ncc(Cl)c(C(=O)Nc2c(C(=O)Nc3ccccc3)oc3ccccc23)n1 | -5.9%
COCCCNC(=O)CSC1=Nc2ccccc2C2=NC(CCC(=O)NCc3ccc(OC)cc3)C(=O)N12 (centres undefined) | 2.3%
COc1ccc(CNC(=O)Cn2c(=O)cc(-c3ccccc3)c3c(C)nn(C)c32)cc1 | -14.3%
Cc1ccc(S(=O)(=O)c2nnn3c2nc(NC2CCCCC2)c2sccc23)cc1C | -2.1%
COc1ccccc1N1CCN(Cc2nc(-c3cc(OC)c(OC)c(OC)c3)no2)CC1 | -2.4%
CCCCN1C(=O)c2[nH]nc(-c3ccccc3O)c2C1c1ccc(OCc2ccccc2)cc1 (centres undefined) | -3.2%
CCOc1ccc(C(CC(=O)O)N2Cc3ccccc3C2=O)cc1OC (centres undefined) | -2.5%
COc1ccc(NC(=O)Cn2c(=O)n(-c3ccccc3)c(=O)c3ccc(C(=O)NCc4ccc5c(c4)OCO5)cc32)cc1 | 2.2%
COc1ccc(N2C(=O)CS(=O)(=O)C23C(=O)N(Cc2ccccc2)c2ccccc23)cc1 (centres undefined) | -6.0%
Cc1nc2c(c(C)nn2C(C)(C)C)c(C)c1CCC(=O)Nc1ccc(F)cc1 | 0.3%
O=C(Cn1nc2c(cc1=O)CCCC2)NCc1ccccc1Cl | 6.0%
CCOC(=O)c1ccc(NC(=O)c2cc3c([nH]c2=O)CC(c2ccccc2)CC3=O)cc1 (centres undefined) | -0.8%
Cc1ccc(Cl)cc1N1CCN(C(=O)CCC(=O)Nc2ccc3nc(N4CCC(C)CC4)cc(C)c3c2)CC1 | ?
CCN(C(=O)CN1C(=O)c2ccccc2Sc2ccc(C(=O)OC)cc21)c1cccc(C)c1 | -0.4%
Cc1cc(NS(=O)(=O)c2ccc(NC(=O)COc3ccc(Cl)cc3)cc2)nc(C)n1 | ?
COc1ccc(N2CCN(S(=O)(=O)c3ccc4oc(=O)c5ncn(C)c5c4c3)CC2)cc1 | 0.1%
COc1ccc(C(=O)NC2(C(F)(F)F)C(=O)NC(C)=C2C#N)cc1 (centres undefined) | -6.8%
CC(C)c1ccc(CNc2nc(-c3ccco3)nn2S(=O)(=O)c2ccccc2)cc1 | -5.1%
CC1CCN(CCCNC(=O)c2cn(C)c3ccc(S(=O)(=O)N(C)C4CCCCC4)cc3c2=O)CC1 | 0.9%
CCOc1ccccc1C(=O)Oc1c(S(=O)(=O)c2ccc(C)cc2)c(C)nn1-c1ccccc1 | ?
CCc1ccc2nc(N(Cc3cccnc3)C(=O)Cc3ccccc3)sc2c1 | -11.2%
Cc1nc(N2CCOCC2)c2c(C(=O)NCc3ccc(Cl)cc3)c(C)oc2n1 | 5.3%
CCc1cccc(NC(=O)c2coc(=O)c3ccccc23)c1 | 10.7µM*
COc1ccc(-c2nn(C)c3sc(C(=O)N4CCN(c5cc(Cl)ccc5C)CC4)cc23)cc1OC | -1.6%

Structural class, the entries above containing a CF3 group
SMILES | FLuc counter
Cc1onc(-c2ccc(F)cc2F)c1C(=O)Nc1cccc(C(F)(F)F)c1 | -0.1%
O=C(CSc1nnc(COc2ccccc2)o1)Nc1cc(C(F)(F)F)ccc1Cl | ?
COc1ccc(Cl)cc1NC(=O)Cn1nc(C(F)(F)F)c2c1CCCC2 | 1.6%
COc1ccccc1NC(=O)CC1Sc2ccc(C(F)(F)F)cc2NC1=O (centres undefined) | -0.3%
COc1ccc(C(=O)NC2(C(F)(F)F)C(=O)NC(C)=C2C#N)cc1 (centres undefined) | -6.8%

An excerpt (hit frequency here may not be typical).
